Screening data deposited in PubChem by Sanford-Burnham Center for Chemical Genomics.
Apaf-1 inh: blocks human Apaf-1 apoptosome activity. inhibition, % at 20 µM. AID 489030. reconstituted apoptosome caspase-3 activity, DEVD-Rh110 fluorescence. 0.71% of 330,000 active; active = inhibition of at least 40% at 20 µM;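 also: plate controls were DMSO wells for no effect and DEVD-CHO caspase inhibitor wells for full effect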
Target sequence (O14727 whole entry, looked up): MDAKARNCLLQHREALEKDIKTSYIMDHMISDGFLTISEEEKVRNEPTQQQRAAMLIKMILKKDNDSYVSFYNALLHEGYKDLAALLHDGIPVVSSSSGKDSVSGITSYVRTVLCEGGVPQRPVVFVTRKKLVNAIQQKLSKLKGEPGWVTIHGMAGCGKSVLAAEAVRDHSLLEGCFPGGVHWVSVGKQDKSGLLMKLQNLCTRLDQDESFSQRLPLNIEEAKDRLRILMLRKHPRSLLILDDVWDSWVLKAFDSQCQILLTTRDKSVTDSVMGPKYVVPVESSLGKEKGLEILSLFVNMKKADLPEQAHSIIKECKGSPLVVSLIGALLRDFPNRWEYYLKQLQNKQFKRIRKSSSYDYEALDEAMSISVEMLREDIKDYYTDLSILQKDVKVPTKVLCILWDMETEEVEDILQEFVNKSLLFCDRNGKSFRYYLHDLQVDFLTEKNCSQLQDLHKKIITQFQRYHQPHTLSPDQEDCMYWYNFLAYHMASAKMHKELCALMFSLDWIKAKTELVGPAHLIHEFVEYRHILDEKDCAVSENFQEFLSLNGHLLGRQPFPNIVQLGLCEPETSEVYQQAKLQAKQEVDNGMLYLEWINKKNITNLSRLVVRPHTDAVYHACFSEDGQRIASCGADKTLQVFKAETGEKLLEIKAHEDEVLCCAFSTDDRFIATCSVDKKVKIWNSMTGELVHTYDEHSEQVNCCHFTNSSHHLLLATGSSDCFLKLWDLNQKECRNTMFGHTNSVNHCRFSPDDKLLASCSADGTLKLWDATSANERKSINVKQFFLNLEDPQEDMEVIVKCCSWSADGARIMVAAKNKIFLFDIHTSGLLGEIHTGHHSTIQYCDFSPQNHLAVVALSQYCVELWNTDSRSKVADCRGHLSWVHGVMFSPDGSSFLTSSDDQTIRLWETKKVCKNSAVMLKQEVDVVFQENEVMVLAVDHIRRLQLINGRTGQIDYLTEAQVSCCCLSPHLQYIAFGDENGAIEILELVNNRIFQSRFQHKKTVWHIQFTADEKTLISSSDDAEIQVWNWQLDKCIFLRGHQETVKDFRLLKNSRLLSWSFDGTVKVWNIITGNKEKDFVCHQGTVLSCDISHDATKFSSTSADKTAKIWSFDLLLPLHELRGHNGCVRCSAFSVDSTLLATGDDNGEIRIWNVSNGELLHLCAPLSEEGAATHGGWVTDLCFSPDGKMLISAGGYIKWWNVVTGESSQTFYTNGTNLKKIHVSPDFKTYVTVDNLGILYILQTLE
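Material: reconstituted apoptosome with Apaf-1, cytochrome c, caspase-9, procaspase-3, dATP. Technique: Rh110 fluorescence intensity. Buffer or medium: pH 7.5 Hepes buffer with CHAPS, BSA, DTT. Times: 30 min plus 50 min, RT.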
SENP6 block: inhibitors of human SENP6 protease; 1.8% of 330,000 active; inhibition, % at 10 µM; Recombinant SENP6 catalytic domain, aminoluciferin luminescence; Q9GZR1;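 active = inhibition above about 50% at the single tested dose, limit read from the data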;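 also: plate controls were DMSO wells with enzyme for no effect and DMSO wells lacking enzyme for full effect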
A3G deaminase: APOBEC3G (human) deaminase inhibition; inhibition, % at 20 µM; recombinant A3G, ssDNA deamination FAM/TAMRA fluorescence; Q9HC16; 0.28% of 330,000 active; AID 493012;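 active = inhibition of at least 40% at 20 µM, with no more than 30% in the related APOBEC3A deaminase screen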;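 also: plate controls were DMSO wells with A3G for no effect and wells lacking A3G enzyme for full effect; some compounds called inactive have numbers as strong as hits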
UBC13 polyUb: inhibitors of human UBC13 polyubiquitin chain formation; TR-FRET; 0.47% of 330,000 active; inhibition, % at 20 µM; in the data active = inhibition above about 45%, passing the limit was not always enough
SENP8 block-1: blocks the human protease SENP8. Q96LD8. purified SENP8, Z-RLRGG-aminoluciferin cleavage, luminescence. inhibition, % at 10 µM. 1.2% of 330,000 active. AID 2540; in the data active = inhibition above about 50%
SENP7 inh: SENP7 protease inhibition; 1.5% of 330,000 active; inhibition, % at 5 µM; recombinant SENP7, Z-RLRGG-aminoluciferin luminescence, 40 min; Q9BQF6; AID 434973;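 active = inhibition above about 50% at the single test dose, limit read from the data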;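 also: plate controls were DMSO with enzyme for no effect and no enzyme buffer wells for full effect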
SENP8 block-2: blocks human SENP8 cleavage of Nedd8 substrate | Q96LD8 | recombinant SENP8, Nedd8 substrate fluorescence | inhibition, % at 20 µM | 0.64% of 360,000 active | AID 602440; in the data active = inhibition mostly above about 40%, no sharp cut-off; inactive = mostly below about 27%
SENP1 FRET inh: blocks the human SENP1 SUMO protease catalytic domain | Q9P0U3 | recombinant SENP1 catalytic domain, CyPet-SUMO1-YPet FRET cleavage | inhibition, % at 10 µM | 0.21% of 360,000 active | AID 624204;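 active = inhibition at least 30% at 10 µM, raw YFP signal under a set limit, fluorescence ratio 0.5 to 1.5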;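 also: 0% = enzyme with DMSO and 100% = no enzyme wells; some results filed as inactive read as strong as hits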
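system = hSENP1 catalytic domain, recombinant | reagent = SFCypet-SUMO1-SFYpet substrate at 25 nM | doses = one dose per compound, 10 µM, 0.5% DMSO | incubation = enzyme reaction for 50 min at room temperature, dark | measured by = FRET, CFP and YFP emission | controls = no-enzyme low, enzyme-DMSO high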
The depositor's hits bear a star; nt = no result given. Random draw from the library. Share with any hit: about 3.6%.

Values in the order – Apaf-1 inh	SENP6 block	A3G deaminase	UBC13 polyUb	SENP8 block-1	SENP7 inh	SENP8 block-2	SENP1 FRET inh
- Cc1ccc(NC(=O)c2cc(=O)c3ccccc3o2)cc1S(=O)(=O)N1CCOCC1
 : -7.6	-9.7	-3.4	1.3	2.1	4.8	19.4	0.5
- CCc1cc(-c2n[nH]c(=S)n2Cc2ccccc2)cs1
 : -3.7	-19.9	5.8	5.3	2.6	-4.3	-10.1	-0.9
- Cc1ccc(/C=C2\SC(=S)N(CCC(=O)NNC(=O)c3cccc(O)c3)C2=O)cc1
 : -1.7	-16.7	-5.0	-11.1	3.5	-0.2	22.3	1.4
- CN1CCN(S(=O)(=O)c2cccc(C(=O)NCc3ccccc3Cl)c2)CC1
 : -32.0	20.9	-11.0	0.1	5.5	5.7	18.6	0.6
- Cc1cccc(Oc2nc(-c3cccc([N+](=O)[O-])c3)nc3ccccc23)c1C
 : 9.7	9.3	1.6	-1.0	3.8	3.3	6.6	1.9
- O=C1N/C(=N\N=C\c2cccs2)SC1Cc1ccc(Cl)cc1 (stereo unspecified)
 : 8.4	-12.1	-8.8	6.3	-0.8	-4.0	16.0	1.9
- CC1CC(OCC(O)CN2CCN(Cc3ccccc3)CC2)CC(C)(C)C1 (stereo unspecified)
 : 7.8	-4.6	-1.5	11.2	1.6	-3.2	21.6	0.5
- C[C@@]12C(=O)Nc3ccc(Br)cc3C(=O)N1[C@H]1c3cc(Br)ccc3OC[C@@H]1[C@@H]2c1ccccc1
 : 2.9	-16.8	0.1	-21.8	-1.3	12.9	5.1	-2.9
- O=C(C1CCN(S(=O)(=O)c2cccc3cccnc23)CC1)N1CCCC1
 : 2.6	-6.2	-0.8	1.5	3.5	-3.6	13.5	-0.1
- Cc1nc(C(F)(F)F)c(C(=O)NC(=O)Nc2ccc(OC(F)(F)F)cc2)s1
 : 12.0	9.0	3.6	-2.4	-3.6	3.3	19.3	0.6

The results go on:
Values in the order – Apaf-1 inh	SENP6 block	A3G deaminase	UBC13 polyUb	SENP8 block-1	SENP7 inh	SENP8 block-2	SENP1 FRET inh
- Cc1ccc2c(c1)c1c3n2CCN(CC(O)CNC(C)C)C3CCC1 (stereo unspecified)
 : 2.3	18.6	-4.2	1.2	5.6	6.3	-57.6	31.8
- FC(F)(F)c1nnc(-c2ccccc2)nc1Sc1ccc(Cl)cc1
 : -0.6	-3.0	-6.9	-5.8	-9.0	-4.5	10.3	-0.3
- CCCNC(=O)NC(=O)COc1ccc(-c2ccc(C#N)cc2)cc1
 : -4.4	-16.1	-4.4	-0.5	0.3	-5.9	-41.9	0.5
- Cc1ccc(NC(=O)COC(=O)CCc2nc3ccccc3n2-c2ccccc2)c(C)c1
 : 13.8	-3.9	-6.5	9.1	-0.3	-0.7	7.4	0.3
- CCc1ccc(NC(=O)C2=CC(c3ccc(OC)cc3)=NS(=O)(=O)N2C)cc1
 : 8.2	-0.5	-8.0	-3.3	4.1	1.5	9.5	-2.8
- CNC(=O)Cn1nc(C)c(S(=O)(=O)N2CCOCC2)c1C
 : -8.8	-6.6	-8.0	5.1	0.6	7.4	1.3	1.6
- COc1ccc(NC(=O)CSc2nnc(-c3ccco3)n2N)cc1Cl
 : -8.3	-10.4	-5.6	-1.0	-5.7	10.4	9.7	1.5
- COc1ccc(CCNC(=O)CCCCCNC(=O)N2CCn3c2nc2ccccc23)cc1OC
 : 4.0	8.8	-0.2	0.4	-0.5	4.5	5.6	2.5
- CC(=O)N[C@H]1[C@H](OC2CCCCC2)O[C@H](COC(C)=O)[C@@H](OC(C)=O)[C@@H]1OC(C)=O
 : 1.6	-43.4	-3.8	2.1	-3.5	-2.1	8.9	1.8
- C1=CC2=NC34CCCCC3CC3=C(CCCC3)N4C2=CC1=NC1CCCCC1 (stereo unspecified)
 : 36.7	51.2*	-0.1	-144.4	13.4	2.5	25.4	-21.1

Following part.
Values in the order – Apaf-1 inh	SENP6 block	A3G deaminase	UBC13 polyUb	SENP8 block-1	SENP7 inh	SENP8 block-2	SENP1 FRET inh
- Clc1ccc(-n2nnnc2CN2CCOCC2)cc1
 : -10.5	-6.2	-5.7	4.4	-4.5	2.5	11.8	0.8
- COC(=O)c1c(NC(=O)COC(=O)CNC(=O)C2CCCCC2)sc(C)c1C
 : -2.1	-15.1	-1.4	17.8	-5.2	3.7	-5.6	1.2
- COc1ccc(OC)c(NC(=O)CCn2c(=S)[nH]c3ccccc3c2=O)c1
 : -1.6	3.6	-3.1	8.1	3.3	-4.8	11.9	2.7
- Nc1nnnn1CC(=O)N/N=C/c1ccccn1
 : -5.1	-11.6	-7.7	-14.7	4.7	-4.6	8.8	-2.4
- COc1cccc(Cn2nc(C(=O)O)c3ccccc3c2=O)c1
 : -0.4	-6.4	-3.1	7.5	-4.7	-4.7	11.7	0.8
- CON(C)C(=O)CC(CNC(=O)OC(C)(C)C)c1ccc(Cl)cc1 (stereo unspecified)
 : 12.3	-8.8	12.3	3.8	-7.1	11.3	23.2	2.8
- C=CCNC(=O)C1CCN(c2cc(C)nc(-c3ccccc3)n2)CC1
 : -10.0	-7.8	-10.5	0.0	1.3	0.6	4.9	1.6
- COc1cc(OC)cc(C(=O)NNC(=O)CNC(=O)c2ccc(Br)o2)c1
 : -12.3	-7.2	-10.9	-5.6	-4.9	2.6	10.4	0.6
- Cc1c(C)c2ccc(OCC(=O)NCc3ccccn3)cc2oc1=O
 : -1.2	11.3	-7.1	8.2	-0.2	-5.2	-305.2	-0.3
- Cc1ccccc1NC(=O)Cc1nc(-c2c[nH]c(C(=O)N3CCCC3)c2)cs1
 : 4.2	-5.9	-7.8	0.9	2.8	-5.6	-23.1	-10.4

Following part:
Values in the order – Apaf-1 inh	SENP6 block	A3G deaminase	UBC13 polyUb	SENP8 block-1	SENP7 inh	SENP8 block-2	SENP1 FRET inh
- C=CCn1c(SCC(=O)NCCCC(=O)OCC)nc2scc(-c3ccco3)c2c1=O
 : 13.1	9.6	-4.8	-6.5	6.9	-0.8	-23.9	-15.3
- CC(C)C(=O)NC(=O)[C@@H]1CCCN1C(=O)/C=C/c1ccccc1
 : -5.6	1.0	-6.1	1.6	1.0	-7.6	5.5	2.2
- N#Cc1nc(-c2ccc(OCc3ccccc3)cc2)oc1NCc1cccnc1
 : 10.6	8.1	-10.5	5.5	-4.2	6.7	-254.1	-2.3
- Cn1c(CNC2CCCCC2)nc2ccccc21
 : 2.0	1.6	-2.9	-1.9	-1.2	-0.1	-0.6	0.6
- COc1ccc(CCNC(=O)COC(=O)Cc2cc(OC)c(OC)c(OC)c2)cc1
 : -11.6	-24.4	-5.5	-6.4	-4.1	-6.2	8.8	6.1
- NC(=O)Nc1ccccc1C(=O)NCCc1ccccc1
 : -18.8	-3.8	-0.1	-11.0	-9.5	-4.0	-18.8	2.6
- CCCCNC(C(=O)Nc1cccc(S(=O)(=O)N2CCOCC2)c1)c1ccccc1 (stereo unspecified)
 : -4.8	30.6	-6.7	-1.7	7.4	1.3	-0.7	-4.3
- Cc1cccn2cc(-c3cccc(S(=O)(=O)N4CCCCC4)c3)nc12
 : 0.3	-4.8	-8.0	8.5	-5.8	-10.3	-371.7	-1.6
- CCOc1ccc(S(=O)(=O)N2CCN(c3ccc(C)cc3C)CC2)cc1
 : 8.1	-10.5	-5.2	9.2	4.3	8.0	16.1	-0.6
- CCOC(=O)NC(=O)COC(=O)c1ccc(Sc2ncn[nH]2)c([N+](=O)[O-])c1
 : 17.8	-23.8	-15.9	-10.9	-10.7	-6.8	27.1	2.8

Ordered by the number under SENP6 block (descending): some entries from above.
smiles,SENP6 block,A3G deaminase,UBC13 polyUb,SENP7 inh,SENP1 FRET inh
Cc1ccc(NC(=O)COC(=O)CCc2nc3ccccc3n2-c2ccccc2)c(C)c1,-3.9,-6.5,9.1,-0.7,0.3
O=C1N/C(=N\N=C\c2cccs2)SC1Cc1ccc(Cl)cc1 (stereo unspecified),-12.1,-8.8,6.3,-4.0,1.9
COC(=O)c1c(NC(=O)COC(=O)CNC(=O)C2CCCCC2)sc(C)c1C,-15.1,-1.4,17.8,3.7,1.2

(cont.)
Values in the order – Apaf-1 inh	SENP6 block	A3G deaminase	UBC13 polyUb	SENP8 block-1	SENP7 inh	SENP8 block-2	SENP1 FRET inh
- O=C(/C=C/c1ccc(OCCCF)cc1)NCc1ccc(Cl)cc1
 : 2.4	-7.8	-7.5	-9.5	-3.2	-6.4	18.9	2.8
- Fc1ccccc1-n1[nH]nnc1=S
 : -0.8	-19.0	51.8*	2.9	-3.9	-4.3	32.5	-0.5
- CN(C)CCNC(=S)Nc1ccc(Br)cc1
 : 9.8	-16.6	-9.6	2.9	-7.9	-6.8	13.8	-2.1
- Cc1nn(C)c(-c2n[nH]c(=S)n2-c2ccccc2)c1Cl
 : 3.6	-5.1	11.5	-15.0	-12.2	-0.9	16.1	0.3
- Cc1cccc(S(=O)(=O)CC(=O)Nc2nc(-c3ccccc3)cs2)c1
 : 18.6	-13.1	-1.6	-0.4	5.8	0.1	17.3	1.1
- Cc1ccc(C(=O)Nc2ccc(C(=O)N/N=C/c3ccncc3)cc2)cc1
 : 7.4	11.4	19.8	-5.6	1.4	-3.0	nt	nt
- COc1cc(Cl)ccc1OCc1cc(C(=O)NCC(C)c2ccccc2)no1 (stereo unspecified)
 : 18.2	-0.1	-3.6	11.1	-3.5	-5.0	6.0	0.8
- CN1CCN(CC(=O)N2N=C(c3cccs3)CC2c2ccco2)CC1 (stereo unspecified)
 : 8.9	5.3	1.7	-11.1	4.8	7.6	-19.0	1.8
- COc1cccc(C(=O)Oc2c(CN3CCOCC3)cc(Cl)c3cccnc23)c1
 : 17.1	2.2	-4.5	-7.0	2.2	0.7	2.6	-1.0
- O=C(CN1C(=O)c2ccccc2C1=O)Nc1cccc2cccnc12
 : 2.5	-5.2	-7.4	14.2	-5.8	1.4	-1.7	3.2

(further entries)
Values in the order – Apaf-1 inh	SENP6 block	A3G deaminase	UBC13 polyUb	SENP8 block-1	SENP7 inh	SENP8 block-2	SENP1 FRET inh
- O=C(NCCCCCCNC(=O)c1cccs1)c1cccs1
 : -1.0	-8.8	-6.3	-2.9	-9.7	-9.5	14.7	-2.2
- Cc1ccccc1NC(=O)/C(=C/c1ccco1)c1ccccc1
 : 14.4	-2.4	0.4	-7.2	5.0	4.1	-18.7	-9.9
- O=C(Cn1ncc2c3ccccc3n(Cc3ccccc3)c2c1=O)NCc1ccccn1
 : 0.0	-1.1	0.1	3.1	4.7	2.8	-19.8	-0.1
- NCCSc1c(-c2ccccc2)[nH]c2ccccc12
 : 35.5	-12.0	-7.9	17.9	-6.4	-6.8	-357.7	-8.0
- Cc1cc(C)cc(OCC(=O)Nc2cnn(CCCC(=O)O)c2)c1
 : -11.9	7.6	-10.0	8.8	12.3	0.9	3.3	-2.2
- COc1ccccc1C(=O)NC(CCSC)C(=O)N1CCN(C/C=C/c2ccccc2)CC1 (stereo unspecified)
 : 16.7	-5.7	2.0	-0.3	6.6	-10.5	1.7	-4.8
- CC(C)(C)OC(=O)N1CC2Cc3[nH]c(=O)ccc3C(C2)C1 (stereo unspecified)
 : 3.8	-13.2	-2.7	-7.9	2.0	-1.0	2.4	2.1
